Coupling enz – inhibits coupling enzyme system, counter-screen for aldolase hits; coupling enzyme system counterscreen, AmpLite Red fluorescence; activity change, negative = inhibition, % at 58.2 µM, hits read low; 290,000 tested, 0.67% active; in the data active = activity change below about -30%
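Compounds tested against the coupling enzymes alone at 57.5 uM final; readout was AmpLite Red fluorescence (525/598 nm) after 20 min at RT.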
uPA generation – inhibitors of cell surface uPA generation; cell surface uPA generation assay, qHTS; Potency, µM (top dose mostly 38.3 µM), for the others: at the top dose activity change, negative = inhibition, actives largely listed as inhibitors; 330,000 tested, 0.31% active; AID 540303; active = well fitted inhibition curve with a large enough effect; inconclusive = small, poorly fitted or top-dose-only effect; inactive = no such curve, though single readings can be large or run the other way; tested in mouse RAW 264.7 cells; note: potency is the fitted concentration of half-maximal effect; nearly all actives have a fitted effect of over 55% in size
USP2a inh – inhibitors of human ubiquitin-specific protease USP2a; USP2 core, Ub-CHOP2 coupled fluorogenic reporter, 485/531; Potency, µM (titrated, usually from 38.3 µM), without a hit: at the highest dose activity change, negative = inhibition, hits mostly inhibitors; 330,000 tested, 0.01% active;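 note: potency is the fitted concentration of half-maximal effect; plate controls were DMSO wells for no effect and full inhibition by NEM control for full effect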
Target sequence (O75604 whole entry, looked up): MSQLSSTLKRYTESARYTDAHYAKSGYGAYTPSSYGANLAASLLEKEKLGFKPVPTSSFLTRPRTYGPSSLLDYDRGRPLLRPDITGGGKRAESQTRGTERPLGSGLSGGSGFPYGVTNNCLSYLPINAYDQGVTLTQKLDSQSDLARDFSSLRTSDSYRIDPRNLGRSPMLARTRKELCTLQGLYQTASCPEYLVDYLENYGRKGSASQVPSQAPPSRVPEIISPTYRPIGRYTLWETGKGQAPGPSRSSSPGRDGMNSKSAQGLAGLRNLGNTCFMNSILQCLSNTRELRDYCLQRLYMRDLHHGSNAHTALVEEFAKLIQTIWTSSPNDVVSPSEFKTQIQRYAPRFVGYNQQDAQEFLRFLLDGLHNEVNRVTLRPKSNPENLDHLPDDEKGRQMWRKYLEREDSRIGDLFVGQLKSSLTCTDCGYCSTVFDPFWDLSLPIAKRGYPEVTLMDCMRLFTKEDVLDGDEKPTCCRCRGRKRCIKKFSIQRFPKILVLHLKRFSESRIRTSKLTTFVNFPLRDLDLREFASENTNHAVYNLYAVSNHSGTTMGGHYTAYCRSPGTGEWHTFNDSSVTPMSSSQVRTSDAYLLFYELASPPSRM
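Cell-free coupled assay: 10nM USP2 core preincubated 30min RT with compound in Tris-HCl pH 8.0/CaCl2/CHAPS buffer, then 25nM Ub-CHOP2 and 25nM reporter substrate; fluorescence (Ex 485/Em 531) read after 60min RT, normalized to NEM inhibition, concentration-response curves fitted.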
Eya2 inh – blocks the phosphatase activity of human Eya2; O00167; recombinant Eya2, OMFP fluorescence dephosphorylation (OMFP is methylfluorescein phosphate); Potency, µM (doses to about 76.9 µM), without a hit: at the top dose activity, negative = inhibition, hits mostly inhibitors; 330,000 tested, 0.006% active; AID 488837; note: potency is the fitted concentration of half-maximal effect
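Eya2 protein (added as 0.2 uM solution) was preincubated with compound for 10 min at ambient temperature in 50 mM HEPES pH 7.5, 50 mM NaCl, 5 uM MgCl2, 0.05% BSA, 1 mM DTT. OMFP (added at 50 uM) then reacted 10 min; fluorescence read at 485/525 nm.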
PKM2 activator – PKM2 (human) enzyme activation; purified PKM2, Kinase-Glo ATP luminescence, activation; response scale: 0% is enzyme alone, no compound; Potency, µM (top dose mostly 57.5 µM), without a hit: at the top dose activation, actives largely listed as activators; 260,000 tested, 0.34% active; AID 1631; note: potency is the fitted concentration of half-maximal effect; nearly all actives have a fitted effect of over 55% in size
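ATP formation by purified human PK-M2, quantified via coupled luciferase luminescence after 1 h at room temperature with 0.1 mM ADP and 0.5 mM PEP final.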
KCNH2 WT inh – inhibitors of human wildtype KCNH2 potassium channel; Q12809; U2OS, BacMam KCNH2, thallium flux FluxOr; hits give low values; activity change, % at 1.84 µM; 340,000 tested, 0.37% active;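 active = maximum activity change below -70%; inconclusive = maximum activity change between -70% and -50%; inactive = maximum activity change above -50%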
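U2OS cells were transduced with wild-type KCNH2 virus (2.03 x 10^8 / mL) for 4 h at room temperature, then cultured overnight at 37 C. Thallium flux was read with FluxOr dye. Rate constants were normalized to DMSO controls.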
KCNH2 3.1 inh – KCNH2 3.1 (human) potassium channel inhibition; U2OS KCNH2 3.1, thallium flux FluxOr; hits give low values; activity change, % (tested at about 1.8 µM); 340,000 tested, 0.95% active;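 active = maximum activity change below -70%; inconclusive = maximum activity change from -70% to -50%; inactive = maximum activity change above -50%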;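 note: thallium influx rate constant from kinetic fluorescence after stimulation buffer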
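Channel expression came from 3.1 mutant virus (1.77 x 10^8 /mL) applied to suspended U2OS cells for 4 h. Flux was tracked with FluxOr dye plus Red40 quencher, and kinetic rate constants normalized to controls.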
Giardia kill – kills Giardia lamblia; Giardia lamblia trophozoite viability; activity change, % at 7.66 µM, hits read low; 340,000 tested, 0.15% active; AID 540267; in the data active = activity change below about -80%; inconclusive = between about -30% and that limit;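 note: parasites exposed to compound for two days anaerobically before the ATP read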
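Anaerobic 48 hrs incubation at 37 deg C of 100 trophozoites/well with test compounds; ATPLite 1-Step luminescence, 15-30 min RT, reports cellular ATP as viability.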
Chronic BCR inh – chronic active BCR signaling inhibition; ABC-DLBCL IkBa-CBG/CBR reporter, luminescence ratio, 4 h; Potency, µM (top dose mostly 46.1 µM), for the others: at the top dose ratio change, negative = lower green/red ratio, hits mostly inhibitors; 340,000 tested, 0.05% active; AID 493014; active = well fitted inhibition curve with a large enough effect in the signal ratio, with a control signal flat, not every such curve was filed as active; inconclusive = small, poorly fitted or top-dose-only effect, or effect the other way, or a change in a side signal; the % refers to the signal ratio;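 note: potency is the fitted concentration of half-maximal effect; plate controls were basal doxycycline-induced cells for no effect and cells given 10 µM MG132 for full effect; MG132 reads +100%, hits lower the ratio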
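Concentration-response series (up to 46 uM) were applied to TMD8 dual-reporter cells for 4 h at 37C with doxycycline. Green/red ratio, after filter-overlap correction, defined %Activity; red signal alone was normalised to basal cells and zero luminescence.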
GALK inh – galactokinase (human) inhibition; P51570; Purified GALK, Kinase-Glo residual ATP luminescence; Potency, µM (doses to about 57.5 µM), for the others: at the highest dose activity change, negative = inhibition, most hits filed as inhibitors; 270,000 tested, 0.007% active; note: potency is the fitted concentration of half-maximal effect
Target sequence (P51570 whole entry, looked up): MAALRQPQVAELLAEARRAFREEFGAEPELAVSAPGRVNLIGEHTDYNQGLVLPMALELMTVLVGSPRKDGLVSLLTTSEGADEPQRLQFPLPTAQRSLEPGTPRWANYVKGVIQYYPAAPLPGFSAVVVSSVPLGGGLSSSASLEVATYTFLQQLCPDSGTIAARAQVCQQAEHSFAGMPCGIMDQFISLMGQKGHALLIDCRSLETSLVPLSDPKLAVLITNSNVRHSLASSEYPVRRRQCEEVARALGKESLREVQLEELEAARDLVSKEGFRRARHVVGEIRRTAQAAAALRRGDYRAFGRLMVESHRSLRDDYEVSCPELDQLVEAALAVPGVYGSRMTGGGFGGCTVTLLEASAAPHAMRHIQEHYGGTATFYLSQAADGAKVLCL
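Compounds were pin-transferred into ATP buffer (35 uM final), then GALK plus galactose (5 nM, 100 uM final) was added. After 1 h at room temperature, Kinase-Glo Plus was added and luminescence read after 10 min.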
B2AR arrestin – recruits beta-arrestin to the human beta2-adrenergic receptor; AID 492947; Potency, µM (top dose mostly 46.1 µM), for the others: top-dose activation, actives largely listed as activators; 330,000 tested, 0.02% active; beta-arrestin recruitment to beta2AR, cell-based reporter; P07550;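 note: potency is the fitted concentration of half-maximal effect; 0% = DMSO controls and full agonism = EC100 isoproterenol or metaproterenol; nearly all actives have a fitted effect of over 65% in size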
* = called active by the depositor; ? = inconclusive; / = no result given; [ ] = dose if it differs, or a comment. Unless noted, calls come from the whole dose curve; as a rule, active = well fitted curve in the direction sought with a large enough effect; inconclusive = small, poorly fitted or top-dose-only effect, or another doubt; inactive = no such curve, though single readings can be large; an effect the other way counts as inactive or inconclusive. Unless noted, % is set by controls: 0 for no effect and ±100 for the full control effect. Rows are unselected; any-hit rate near 2.4%.

SMILES	Coupling enz	uPA generation	USP2a inh	Eya2 inh	PKM2 activator	KCNH2 WT inh	KCNH2 3.1 inh	Giardia kill	Chronic BCR inh	GALK inh	B2AR arrestin
O=C(COC(=O)c1ccccc1NC(=O)c1ccccc1)c1cccc([N+](=O)[O-])c1	-2	5%	0%	-11%	-3%	11	/	2	?	/	-0.5%
CCOc1ccc(S(=O)(=O)Nc2cc(Sc3ncn[nH]3)c3oc(=O)sc3c2)cc1	8	/	2%	-5%	?	/	/	/	?	-1%	-0.1%
CCOC(=O)c1[nH]c2ccc(OC)cc2c1NS(=O)(=O)c1ccc(OC)cc1OC	-3	5%	0%	6%	4%	4	7	-13	-1%	0%	-0.1%
Cc1nc2nc(C)c(NS(=O)(=O)c3ccc4c(c3)CCCC4)c(=O)n2[nH]1	2	2%	-5%	-2%	-2%	2	0	-15	-6%	-2%	-0.4%
O=C(CN(CCN1CCOCC1)C(=O)Cn1nnc(-c2ccc(F)cc2)n1)NC1CCCCC1	-1	/	-6%	15%[15.4 µM]	-20%	-14	4	-21	0%	2%	-0.9%
O=C(NNC(=O)C1CC1)c1cc2cc3ccccc3nc2s1	2	-2%	5%	3%	-5%	0	12	-12	3%	1%	-0.2%
CC[C@]12c3[nH]c4cc(CCC(=O)N(C)C)ccc4c3CCN1C(=O)[C@@H](CC(=O)NCc1ccc(OC)c(OC)c1)C[C@@H]2C(=O)N1CCN(C(=O)c2ccco2)CC1	/	7%	9%	7%	/	-8	3	0	?	/	6.2%
COC(=O)c1sc(N2C(=O)C(O)=C(C(=O)c3ccc(C)o3)C2c2ccc([N+](=O)[O-])cc2)nc1C (configuration not stated)	/	-6%	0%	-2%	-5%	-16	3	22	-8%	-4%	0.3%
C/C(CC(=O)Nc1ccc(Cl)cc1Cl)=N\NC(=O)C(=O)N1CCCC1	0	-5%	-3%	7%	2%	-20	-11	-22	?	-1%	0.0%
COc1ccc(CN(C)C(=O)COC(=O)c2c(C)nn(-c3ccc(F)cc3)c2Cl)cc1	/	2%	5%	-4%	/	13	2	3	-14%	/	-0.8%
Fc1ccc2c(c1)C(c1ccncc1)=NNC(c1ccc(Cl)cc1)=N2	1	/	1%	3%	-1%	-16	2	-14	-8%	1%	-0.6%
Cc1ccc(S(=O)(=O)NC(=NC2CCCCC2)c2ccccc2)cc1	2	0%	-1%	-6%	/	5	0	1	4%	4%	-0.9%
Oc1ccc(Cl)cc1C1=NNC(c2ccc(Cl)cc2)C1 (configuration not stated)	3	-4%	0%	-8%	6%	18	-10	-23	13%	1%	-0.1%
Cc1ccc(S(=O)(=O)N2[C@@H](c3ccc(Cl)c(Cl)c3)C(C(=O)O)=C[C@H]2CC2CCCC2)cc1	/	-12%	-4%	-22%	/	4	5	?	-3%	/	-1.2%
C=CCNC(=O)C12CC3(C)CC(C)(CC(C)(C3)C1)C2	1	13%	-1%	-11%	-2%	-8	-10	5	-21%	0%	-0.9%
Cc1cc(C)n(-c2ccc(C(=O)Oc3ccc4c(c3)OCO4)cc2)n1	-6	-6%	0%	-19%	5%	0	7	15	-11%	0%	-0.1%
CCOC(=O)c1cnc(N2CCN(C(=O)OCC)CC2)[nH]c1=O	5	2%	9%	4%	16%	-10	7	-7	6%	1%	0.0%
O=C(NCCCN1CCCC1)c1ccc2c(c1)N(Cc1ccc(F)cc1)C(=O)c1ccccc1S2=O (configuration not stated)	-1	-16%	1%	17%	0%	-35	-11	46[activator]	7%	-1%	0.0%
O=C1NC(=O)/C(=C/c2ccc(-c3cc(C(=O)O)ccc3Cl)o2)S1	0	-9%	-2%	7%	-9%	-2	10	-12	5%	-4%	-1.2%
N#CCC(=O)Nc1ccc(C(=O)OCC(=O)N(C2CCCCC2)C2CCCCC2)cc1	2	3%	0%	-10%	/	-2	-5	-5	1%	/	-0.2%
CCOn1c(=O)c[n+]([O-])c2ccccc21	2	-6%	6%	14%	-1%	1	-27	-5	-1%	4%	0.4%
O=c1[nH][nH]c(C(F)(F)F)c1C=NCc1ccc(Cl)cc1	1	0%	1%	-10%	0%	1	19	-6	0%	-4%	0.1%
CCOC(=O)C(C(=O)NCCCN1CCOCC1)C1CCCCC1 (configuration not stated)	-1	4%	2%	9%	-3%	9	-8	-1	0%	-3%	0.1%
CCN(CC)C(=O)C1c2ccccc2Oc2ccccc21	-1	-3%	?	4%	-7%[11.5 µM]	-4	-5	3	-3%	-2%	-1.0%
Cc1nn(-c2ccccc2)c(Oc2ccc(F)cc2)c1/C=N/n1cnnc1	1	-3%	1%	19%[15.4 µM]	-2%	-8	-5	-29	-3%	2%	0.4%
O=C(NCCOc1ccc(Cl)cc1)C1CCCCC1	0	0%	0%	-1%	-5%	7	-12	-14	0%	5%	0.0%
COc1ccccc1CNC(=O)CCCC(=O)n1nc(C)c2ccccc21	2	6%	0%	3%	4%	-3	10	7	-12%	8%	-1.0%
CN(/C(=N/S(=O)(=O)c1cccs1)c1ccccc1)c1ccccc1	4	13%	5%	-17%	0%	0	-6	3	2%	2%	-0.9%
O=C1OCC(Cn2c3ccccc3c3ccccc32)O1 (configuration not stated)	2	/	1%	6%	-1%	-6	2	0	-1%	-2%	0.0%
CCOC(=O)N1CCN(Cc2cc(=O)oc3ccc(Cl)cc23)CC1	3	/	-1%	11%	-4%	2	-9	2	-1%	2%	-0.1%

Some entries already given, limited to Eya2 inh, Coupling enz and B2AR arrestin:
| SMILES | Eya2 inh | Coupling enz | B2AR arrestin |
| --- | --- | --- | --- |
| Cc1nn(-c2ccccc2)c(Oc2ccc(F)cc2)c1/C=N/n1cnnc1 | 19%[15.4 µM] | 1 | 0.4% |
| O=C(NCCOc1ccc(Cl)cc1)C1CCCCC1 | -1% | 0 | 0.0% |

(further entries)
SMILES	Coupling enz	uPA generation	USP2a inh	Eya2 inh	PKM2 activator	KCNH2 WT inh	KCNH2 3.1 inh	Giardia kill	Chronic BCR inh	GALK inh	B2AR arrestin
Cc1ccc(NC(=O)N2CCCCCC2)c(C)c1	2	-4%	0%	-4%	-4%	-3	15	13	3%	-1%	0.0%
Cc1cc(C)cc(-n2c(C)cc(C=C(C#N)C#N)c2C)c1	2	4%	0%	19%	-3%	-1	0	-1	2%	-4%	0.2%
Cc1onc(-c2ccccc2Cl)c1C(=O)N1CCN(c2nc3ccccc3s2)CC1	2	2%	-3%	-11%	-22%	-5	-19	4	0%	0%	0.2%
COc1ccc(CC(=O)Nc2c3c(nn2-c2cccc(C)c2C)CS(=O)C3)cc1 (configuration not stated)	0	0%	1%	10%	-3%	-35	-2	-1	8%	2%	-0.3%
O=C(N/N=C/c1ccc(OC(=O)c2cccs2)cc1)c1ccccn1	-1	0%	1%	3%	-7%	-5	12	-6	?	1%	-1.4%
COC(=O)CCCNC(=O)c1ccc(OC2CCN(CCc3ccccc3)CC2)cc1	9	-7%	2%	1%	1%	10	-10	-17	-17%	5%	0.4%
COc1ccc(NC(=O)CN(C)C(=O)/C=C/c2ccc(S(=O)(=O)N3CCCCCC3)cc2)cc1	/	-4%	0%	9%	/	2	-23	-2	-19%	/	-0.1%
COc1cc(/C=N/NC(=O)CSc2ccccn2)ccc1OC(C)C	1	-6%	2%	-14%	3%	1	-11	20	2%	5%	-0.6%
O=C(Nc1ccc(Cl)cn1)C1C(c2ccccc2)C1(Cl)Cl (configuration not stated)	0	1%	-5%	-2%	0%	11	5	-15	26%	2%	0.0%
COc1cc2c(cc1OC)C(C(=O)Nc1ccc3c(c1)OCCO3)C(c1cccnc1)N(C)C2=O (configuration not stated)	-1	-6%	1%	11%	-22%	3	-2	0	-15%	-1%	-0.1%
COc1cc2c(=O)n(CCCN3CCOCC3)c(=S)[nH]c2c(OC)c1OC	-1	0%	-1%	-8%	-2%	2	5	-5	-1%	8%	-0.4%
CN(C1CCCCC1)S(=O)(=O)c1cccc(C(=O)OCC(=O)NC2CCCc3ccccc32)c1 (configuration not stated)	0	-1%	1%	-5%	-1%	53	-92*	-14	1%	-3%	0.1%
CCC(Oc1ccccc1F)C(=O)Nc1ccc2c(c1)n(C)c(=O)n2C (configuration not stated)	-2	-9%	0%	2%	-9%	7	2	7	-5%	2%	-0.8%
COc1ccc(C(=O)Cn2c(Br)nc3c2c(=O)n(C)c(=O)n3C)cc1	-2	/	1%	3%	-1%	-40	14	-4	0%	-2%	0.2%
COC(=O)c1cc(S(=O)(=O)NCC2CCN(CCc3ccc(OC)cc3)CC2)c[nH]1	/	9%	0%	-6%	/	-1	20	9	-7%	3%	0.0%
O=C(O)c1ccc(CNC(=O)c2ccc(Br)o2)cc1	1	/	4%	-6%	2%	-11	2	-7	3%	3%	0.0%
CCN(CC)S(=O)(=O)c1ccc(N2CCCC2)c(NC(=O)CC(C)(C)C)c1	0	-1%	-1%	-2%	-12%	-4	5	14	4%	0%	-0.3%
Cc1cc(C(=O)CN2C(=O)C(=O)N(C3CCCC3)C2=O)c(C)n1CCc1ccccc1	/	6%	-2%	2%	/	4	-12	-12	?	/	-1.5%

High-throughput results: PubChem, National Center for Advancing Translational Sciences (NCATS)
